S100A4 inh HTS: inhibitors of human S100A4 binding to myosin IIA peptide; S100A4/TAMRA-MyoIIA peptide fluorescence polarization; inhibition, % at 10.7 µM; 0.14% of 360,000 active; P26447;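 active means mean inhibition of at least 70% across replicates, with every replicate also reaching that level; inconclusive means mean inhibition reaches 70% but some replicates fall short; inactive means mean inhibition below 70%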
Target sequence (P26447 whole entry, looked up): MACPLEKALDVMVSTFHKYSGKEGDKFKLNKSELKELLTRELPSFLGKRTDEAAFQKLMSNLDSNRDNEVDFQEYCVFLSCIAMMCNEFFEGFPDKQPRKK
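Test system: S100A4 monomer protein; Medium: HEPES pH 7.2 with CaCl2, KCl, NaCl, DTT, Triton; Probe or stimulus: TAMRA-labelled myosin IIA heavy-chain peptide probe, 5 nM; Doses: one dose per compound; Times: polarization read 5 min after assay mix addition, stable 5–60 min; Benchmarks: neutral control DMSO, positive control TFP.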
ERp5 inh: blocks human ERp5 reductase activity on insulin; ERp5 insulin aggregation, absorbance 650 nm, 90 min; inhibition, % at 9.99 µM; 0.05% of 350,000 active;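 active means mean replicate inhibition above about 25%, with every replicate also reaching it, limit read from the data, passing the limit was not always enough; inconclusive means only one of those two criteria met; inactive means neither criterion met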
DENV2 CPE rescue: inhibitors of DENV2 cytopathic effect | DENV2-infected cells, cytopathic effect rescue, plate reader | CPE inhibition, % at 9.99 µM | 1.7% of 350,000 active | AID 651640; in the data active means CPE inhibition above about 20%, passing the limit was not always enough; inconclusive means no clear call, values can overlap the other calls; tested in BHK-21 cells;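 further: 0% = median of neutral control wells and 100% = median of positive control wells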
PglD DTNB: blocks C. jejuni PglD acetyltransferase activity. purified PglD enzyme, DTNB colorimetric CoA detection. inhibition, % at 12.5 µM. 0.098% of 360,000 active. AID 602405; in the data active means inhibition above about 16%, passing the limit was not always enough; inconclusive means no clear call, values can overlap the other calls; further: strong numbers were not always called active
SIRT5 inh: inhibitors of human sirtuin-5 desuccinylase. Q9NXA8. Purified SirT5, succinyl-peptide AMC, trypsin-coupled fluorescence. inhibition, % at 15 µM. 1.1% of 330,000 active. AID 652115; in the data active means inhibition above about 15%; inconclusive means no clear call, values can overlap the other calls
Target sequence (Q9NXA8 whole entry, looked up): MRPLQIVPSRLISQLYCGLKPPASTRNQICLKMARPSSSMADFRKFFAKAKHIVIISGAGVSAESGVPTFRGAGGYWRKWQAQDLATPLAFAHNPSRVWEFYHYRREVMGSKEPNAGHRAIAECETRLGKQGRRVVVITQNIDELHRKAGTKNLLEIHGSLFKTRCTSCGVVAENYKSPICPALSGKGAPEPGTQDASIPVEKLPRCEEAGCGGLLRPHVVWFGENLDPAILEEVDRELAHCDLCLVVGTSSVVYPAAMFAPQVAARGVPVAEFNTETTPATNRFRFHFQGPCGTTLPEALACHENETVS
C2C12 statin: suppressors of simvastatin-induced myotoxicity in C2C12 myotubes | rescue of ATP level, % at 7.49 µM | 0.78% of 330,000 active | ATP luminescence, 48 h; scaled: DMSO 0, geranylgeraniol control 100;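 active means mean ATP rescue above about 67%, or every replicate alone reaching that limit, limit read from the data, passing the limit was not always enough; inconclusive means no clear call, values can overlap the other calls; inactive means mean under the limit and some replicate under it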;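 further: myotubes were challenged with 10 µM simvastatin during compound exposure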
E-sel inducer: induces E-selectin expression in human endothelial cells; P16581; 0.37% of 260,000 active; activation, % at 7.58 µM; HUVEC E-selectin immunofluorescence imaging; normalized: neutral wells 0, TNF-alpha wells 100;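 active means mean E-selectin-positive cell signal at least 10% of the positive control, reached in at least 60% of replicates, without over 20% cell loss; inconclusive means no rule given, readout overlaps actives, possibly toxicity-flagged; inactive means the rest, including those meeting only one limit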;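 further: in these data hits start at about 27%; measured in HUVEC primary endothelial cells; signal is the percent of cells scored E-selectin positive by PE staining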
Target sequence (P16581 whole entry, looked up): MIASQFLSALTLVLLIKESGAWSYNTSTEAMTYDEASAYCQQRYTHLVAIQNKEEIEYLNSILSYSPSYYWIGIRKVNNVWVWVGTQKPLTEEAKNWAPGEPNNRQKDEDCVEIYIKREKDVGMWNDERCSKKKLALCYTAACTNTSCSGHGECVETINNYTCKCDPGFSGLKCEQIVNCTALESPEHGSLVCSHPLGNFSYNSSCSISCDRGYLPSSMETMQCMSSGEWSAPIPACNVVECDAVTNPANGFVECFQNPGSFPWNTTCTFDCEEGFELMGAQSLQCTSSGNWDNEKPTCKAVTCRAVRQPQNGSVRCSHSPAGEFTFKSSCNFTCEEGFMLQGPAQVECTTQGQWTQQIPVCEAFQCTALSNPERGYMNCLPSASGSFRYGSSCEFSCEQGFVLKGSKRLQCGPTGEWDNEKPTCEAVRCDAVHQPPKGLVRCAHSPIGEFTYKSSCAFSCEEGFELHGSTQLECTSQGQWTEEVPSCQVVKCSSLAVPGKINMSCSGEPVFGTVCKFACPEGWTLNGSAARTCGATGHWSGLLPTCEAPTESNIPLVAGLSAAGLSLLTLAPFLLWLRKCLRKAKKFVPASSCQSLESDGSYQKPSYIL
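Read-out: % PE-positive cells | Test system: HUVEC | Doses: One compound dose added by pin transfer | Buffer or medium: EGM-2 over gelatin coat | Signal: Immunofluorescence imaging | Benchmarks: TNF-alpha, DMSO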
The depositor's hits bear a star; ? = inconclusive; / = no result given; & = joins results of further samples. An excerpt; rates above refer to the full screens.

The first 2 records, ahead of the listing:
SMILES	S100A4 inh HTS	ERp5 inh	DENV2 CPE rescue	PglD DTNB	SIRT5 inh	C2C12 statin	E-sel inducer
CN(C)c1nc(N(C)C)nc(N2CC(=O)N(c3ccccc3)C2=N)n1	-7	3	-3	/	-1	/	2.2
O=C(Nc1ccc(CN2CCCCC2)cc1)Nc1ccc(Br)cc1Cl	-9	-1	12	-2	0	-8	9.7

All compounds of this part, from the start:
SMILES	S100A4 inh HTS	ERp5 inh	DENV2 CPE rescue	PglD DTNB	SIRT5 inh	C2C12 statin	E-sel inducer
CN(C)c1nc(N(C)C)nc(N2CC(=O)N(c3ccccc3)C2=N)n1	-7	3	-3	/	-1	/	2.2
O=C(Nc1ccc(CN2CCCCC2)cc1)Nc1ccc(Br)cc1Cl	-9	-1	12	-2	0	-8	9.7
CC(=O)N(C)C[C@@H]1Oc2ncc(-c3ccc(C#N)cc3)cc2C(=O)N([C@H](C)CO)C[C@@H]1C	-3	-6	0	1	-1	-11	0.8
C[C@@H](C(=O)OCn1nnc2ccccc2c1=O)N1C(=O)C2CCCCC2C1=O (stereo partly drawn)	1	0	1	-1	-2	-4	/
COc1ccc(CNc2oc(-c3cccc4ccccc34)nc2P(=O)(OC)OC)cc1	-2	6	0	2	-6	9	3.2
O=C(NC1CCC1)[C@@H]1[C@@H](CO)[C@@H]2Cn3c(ccc(-c4ccc(F)cc4)c3=O)[C@@H]2N1Cc1ccccn1	-1	4	0	-1	-4	-21	0.0
ON=C1c2ccccc2-c2ccc(O)cc21	5	-11	10	/	0	/	/
COc1ccc(CNC(=O)c2sc(=O)n(Cc3ccccc3OC)c2C)cc1	-2	-3	-10	-6	/	1	/
CCOC(=O)c1ccc(NC(=O)CSc2nc(N3CCOCC3)nc(N3CCOCC3)n2)cc1	-2	-1	-4	-4	-3	-1	1.9
CCOC(=O)C1CCCN(CC(O)COCc2ccc3c(c2)OCO3)C1 (stereo not drawn)	0	2	8	-9	-2	6	1.6

An excerpt from above with just SIRT5 inh and S100A4 inh HTS:
smiles | SIRT5 inh | S100A4 inh HTS
CCOC(=O)c1ccc(NC(=O)CSc2nc(N3CCOCC3)nc(N3CCOCC3)n2)cc1 | -3 | -2
ON=C1c2ccccc2-c2ccc(O)cc21 | 0 | 5
CN(C)c1nc(N(C)C)nc(N2CC(=O)N(c3ccccc3)C2=N)n1 | -1 | -7

More compounds.
SMILES	S100A4 inh HTS	ERp5 inh	DENV2 CPE rescue	PglD DTNB	SIRT5 inh	C2C12 statin	E-sel inducer
O=C1CN(S(=O)(=O)Cc2ccccc2)C[C@@H]2[C@H](c3ccc(C#Cc4cccnc4)cc3)[C@@H](CO)N12	14	1	0	/	0	/	0.9
O=C1c2ccc(-c3ccc(Cl)c(C(F)(F)F)c3)cc2S(=O)(=O)c2cccc(C(=O)N3CCN(c4ncc(Br)cn4)CC3)c21	-10	-2	-7	5	/	-16	-0.2
COc1ccc(CNC(=O)CN2C(=O)c3ccccc3C2=O)cc1	1	-2	6	-1	-3	6	/
C[C@@H]1CCCCO[C@H](CN(C)C(=O)Nc2ccc(F)cc2)[C@@H](C)CN([C@@H](C)CO)C(=O)c2cc(NC(=O)CCC(F)(F)F)ccc2O1	-1	4	16	-2	2	/	/
CCCNC(=O)c1cc(C2CCCCN2S(=O)(=O)c2ccc(F)cc2F)on1 (stereo not drawn)	0	-2	14	2	/	2	0.1
CCC(=O)NC(=S)Nc1ccc(N2CCN(C(=O)c3ccc(Cl)cc3)CC2)cc1	4	3	-1	/	-3	/	/
O=C(O)c1c(C(=O)O)c(-c2ccc(F)cc2)n2c1CCC2	-20	5	5	/	-4	/	15
C[C@@H]1CN([C@H](C)CO)C(=O)c2cccc(NC(=O)Nc3ccc4c(c3)OCO4)c2O[C@@H]1CN(C)S(=O)(=O)c1ccccc1	5	-15	5	1	-4	-30	0.1
O=C(O)c1ccc(Nc2ncc([N+](=O)[O-])cc2[N+](=O)[O-])cc1	-3	6	6	/	-1	/	-1.1
C[C@H](CO)N1C[C@H](C)[C@H](CN(C)C(=O)c2cc(Cl)cc(Cl)c2)OCc2ccccc2-c2c(n(C)c3ccccc23)C1=O	-5	-1	-14	/	1	/	-0.6
Cc1ccc(NC(=O)CC2S/C(=N/N=C3/NC(=O)CS3)NC2=O)cc1 (stereo not drawn)	-8	2	1	/	-2	/	8.9
Cc1ccc(OCc2cc(C(=O)N3CCN(c4ccccc4)CC3)no2)cc1C	2	9	-4	5	-3	1	-1.7
S=C(Nc1ccccc1)N1CCn2c(nc3ccccc32)C1	-4	4	-6	/	-6	/	-1.6
Cc1ccc(S(=O)(=O)N2CC[C@@H]3[C@H](CO)Nc4ccc(-c5cccc(C(=O)N(C)C)c5)cc4[C@@H]32)cc1	1	1	-21	4	0	3	0.0
COc1ccc(NC(=O)CN(C)C(=O)C(C)Sc2ccccc2)cc1 (stereo not drawn)	4	4	2	2	-2	/	-0.2
COc1ccccc1N(C(=O)c1snc(C(N)=O)c1N)C(C(=O)NCc1ccccc1)c1ccc(O)cc1 (stereo not drawn)	-6	0	3	-5	/	-30	0.2
O=C(CSc1ccc(C(F)(F)F)cn1)Nc1ccccc1	2	-1	8	-6	-3	2	/
Cc1ccc(-c2nc(C3CCCN(S(=O)(=O)c4ccc(C(C)(C)C)cc4)C3)no2)cc1 (stereo not drawn)	0	4	10	-4	2	-10	0.4
O=C(COc1ncnc2ccccc12)NCCc1ccccc1	3	2	-4	/	0	/	2.2
O=C(CNc1ccc(C(F)(F)F)cc1)Nc1cccc(S(=O)(=O)N2CCCC2)c1	-9	/	8	4	-8	4	-1.5
COc1ccc(NC(=O)N2C[C@@H]3N[C@H](C2)C3c2ccc(-c3cncnc3)cc2)cc1 (stereo partly drawn)	37&-3	1&2	0&-5	/	4&-1	/	-0.1&-0.1
CC(C)N(Cc1ccccc1)C(=O)C1CCCN(c2ncnc3c2nc2n3CCCCC2)C1 (stereo not drawn)	-1	1	0	-2	5	-6	/
Cc1ccc(-c2nc3cccnc3s2)cc1NC(=O)c1ccco1	0	-68	-8	-3	-2	-1	/
Cc1ccc(NC(=O)CN(C)C(=O)c2n[nH]c(=O)c3ccccc23)cc1	3	7	-3	0	-1	-2	-2.6
CCOC(=O)/C(C#N)=N/Nc1c(C)n(C)n(-c2ccccc2)c1=O	4	-1	10	-2	0	/	/
CN(C)C(=O)c1ccc(-c2ccc3c(c2)[C@@H]2[C@@H](CCN2C(=O)C2CCCC2)[C@@H](CO)N3C)cc1	-4	1	65*	/	8	/	-0.1
COc1ccc(NC(=O)Nc2cccc3c2O[C@H](CN(C)Cc2ccc(Oc4ccccc4)cc2)[C@@H](C)CN([C@H](C)CO)C3=O)cc1	-4	-2	-4	/	?	/	-3.5
CN(C)S(=O)(=O)c1ccc(C(=O)NCCS(=O)(=O)N2CCN(c3ccc(F)cc3)CC2)cc1	-1	2	-5	1	-3	10	/
CO[C@@H]1CN(C)C(=O)c2ccc(NS(C)(=O)=O)cc2OC[C@@H](C)N(C(=O)C2CCC2)C[C@@H]1C	-19	-3	2	1	-1	-10	-0.2
O=C(NCC1COc2ccccc2O1)c1cccc(S(=O)(=O)NCc2ccccc2)c1 (stereo not drawn)	43	-1	-5	0	-2	21	/

Profiles as entered above. Values in the order: S100A4 inh HTS	ERp5 inh	DENV2 CPE rescue	PglD DTNB	SIRT5 inh	C2C12 statin	E-sel inducer
Cc1ccc(NC(=O)CN(C)C(=O)c2n[nH]c(=O)c3ccccc23)cc1 is listed with 3	7	-3	0	-1	-2	-2.6
CC(C)N(Cc1ccccc1)C(=O)C1CCCN(c2ncnc3c2nc2n3CCCCC2)C1 (stereo not drawn) is listed with -1	1	0	-2	5	-6	/
CN(C)C(=O)c1ccc(-c2ccc3c(c2)[C@@H]2[C@@H](CCN2C(=O)C2CCCC2)[C@@H](CO)N3C)cc1 is listed with -4	1	65*	/	8	/	-0.1
CO[C@@H]1CN(C)C(=O)c2ccc(NS(C)(=O)=O)cc2OC[C@@H](C)N(C(=O)C2CCC2)C[C@@H]1C is listed with -19	-3	2	1	-1	-10	-0.2
COc1ccc(NC(=O)N2C[C@@H]3N[C@H](C2)C3c2ccc(-c3cncnc3)cc2)cc1 (stereo partly drawn) is listed with 37&-3	1&2	0&-5	/	4&-1	/	-0.1&-0.1

(further entries)
SMILES	S100A4 inh HTS	ERp5 inh	DENV2 CPE rescue	PglD DTNB	SIRT5 inh	C2C12 statin	E-sel inducer
Cc1cccc(OCc2nnc(SCC(=O)O)n2-c2ccccc2)c1	-2	3	-2	-5	3	2	/
O=C1CC(N2CCN(c3ccccc3)CC2)C(=O)N1c1cccc(Cl)c1 (stereo not drawn)	4	1	2	-1	0	32	-0.5
CC(C)NC(=O)N1Cc2cc(C(=O)NCC(F)(F)F)nc(-c3cccc(-c4cc5ccccc5o4)c3)c2[C@@H]1CCO	-5&14	-6&-1	?	/	2&1	/	0.2&5.0
Nc1ccc(S(=O)(=O)N2CCCC2)cc1Cl	0	4	3	/	-1	/	4.0
Cc1c(CC(=O)NCC(=O)NCC(=O)N[C@@H](Cc2ccccc2)C(=O)O)c(=O)oc2c(C)c(O)ccc12	-15	4	?	3	/	10	/
O=C(C[C@@H]1CC[C@H]2[C@@H](COC[C@@H](O)CN2C(=O)c2cccnc2)O1)NCC1CC1	/	/	-3	8	/	42	0.9
C[C@H](CO)N1C[C@H](C)[C@H](CN(C)Cc2ccc(C(F)(F)F)cc2)Oc2ccc(NS(=O)(=O)c3cccs3)cc2C1=O	0	4	-5	-1	16*	1	13
Cc1ccc(Cl)cc1NC(=O)C1C2CCC(O2)C1C(=O)O (stereo not drawn)	-11	3	9	8	/	11	/
COc1ccc(C(Nc2cccc([N+](=O)[O-])c2)P(=O)(OC(C)C)OC(C)C)cc1 (stereo not drawn)	18	-4	7	/	-5	3	-0.3
O=C(COc1ccc(/C=C\[N+](=O)[O-])cc1)N1CCOCC1	2	?	-4	/	3	/	-0.1
O=c1c2ccccc2ncn1-c1cccc([N+](=O)[O-])c1	1	-1	-2	/	-2	/	/
CC(C)(C)NC(=O)NCC1CCCC1NC(=O)NC(C)(C)C (stereo not drawn)	4	4	3	-2	-2	4	0.1
O=C(COC(=O)C1CC1)NCCc1ccccc1	3	0	?	0	-2	1	-0.6
CC(C)NC(=O)Nc1ccc2c(c1)C(=O)N([C@H](C)CO)C[C@H](C)[C@H](CN(C)Cc1ccc(C(F)(F)F)cc1)O2	5	8	-3	7	5	-2	-20
CCCCNC(=O)c1cn(C)c2ccc(S(=O)(=O)N3CCCC3)cc2c1=O	-1	4	6	0	-1	2	/
COc1cc(SC)ccc1C(=O)Nc1nc2ccccc2[nH]1	0	1	-2	/	3	-79	1.1
N#C[C@H]1[C@H](c2ccccc2-c2ccc(F)cc2)[C@@H](CO)N1C(=O)Cc1ccccc1	40	-2	0	/	9	/	0.0
Cc1ccc(NC(=O)N(CCCN2CCOCC2)Cc2cccnc2)cc1C	-8	?	-5	3	1	-9	-0.4
C[C@@H]1CN([C@@H](C)CO)C(=O)c2cc(NC(=O)c3ccncc3)ccc2O[C@@H](C)CCCCO[C@H]1CN(C)C(=O)NC1CCCCC1	-14	-2	-5	1	6	/	-0.1
COc1ccc(NC(=O)N(C)C[C@@H]2OCc3cn(nn3)CCCC(=O)N([C@@H](C)CO)C[C@H]2C)cc1	48	6	-1	-2&-2	-6	10&-8	-0.1
COc1ccc(/C=C2\Oc3cc(OCC(=O)N4CC(O)C[C@H]4C(=O)O)ccc3C2=O)c(OC)c1OC (stereo partly drawn)	57	2	-5	-13	5	-9	/
CCOC(=O)CC1COCCN1Cc1cn(C)nc1-c1ccccc1F (stereo not drawn)	1	-3	5	/	-3	/	/

High-throughput results (PubChem BioAssay)
